14-3-3 Bad inh = disrupts binding of bovine 14-3-3 zeta to phospho-Bad peptide. inhibition, % at 21.7 µM. AID 781. TR-FRET 14-3-3zeta/Dy647-pBad peptide displacement, 1 h. 220,000 tested, 0.71% active. P63103;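 active = inhibition above about 70%, limit read from the data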;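 note: 0% = full 14-3-3 plus peptide FRET controls and 100% = background without 14-3-3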
Target sequence (P63103 whole entry, looked up): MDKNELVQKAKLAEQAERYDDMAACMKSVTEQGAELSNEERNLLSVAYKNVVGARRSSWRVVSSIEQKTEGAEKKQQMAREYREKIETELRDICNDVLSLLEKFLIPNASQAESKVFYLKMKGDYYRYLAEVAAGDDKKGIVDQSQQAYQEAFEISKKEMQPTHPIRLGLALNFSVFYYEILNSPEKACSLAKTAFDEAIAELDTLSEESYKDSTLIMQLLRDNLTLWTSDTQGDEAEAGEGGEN
Hck-Nef inh = inhibitors of human Hck kinase activated by Nef | P08631 | Recombinant Hck-YEEI plus Nef, Z-Lyte FRET kinase assay | inhibition, % at 20 µM | 220,000 tested, 0.68% active | AID 463187;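 active = Hck-Nef kinase inhibition above about 50%, limit read from the data; inactive = inhibition below that limit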;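 note: 0% = DMSO with Hck plus Nef and 100% = Hck alone without Nef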
Wee1 stabilizer = human Wee1 degradation inhibition, primary screen; reporter increase, % at 5 µM; 220,000 tested, 1.2% active; HeLa Luc-Wee1K328M stability, luciferase luminescence; 100% = proteasome inhibitor MG132 effect;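 active = activation above the mean of all tested compounds plus 3 SD, set per screening run, cut at about 8.8% in these data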;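 note: cells exposed to compound for 20 h before luminescence read; 0% = DMSO alone and 100% = MG132 at 30 µM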
FXIIa inh = factor XIIa (human) inhibition; inhibition, % at 5 µM; P00748; purified FXIIa, Boc-QGR-AMC fluorogenic substrate, 2 h; 220,000 tested, 0.3% active; AID 800; in the data active = inhibition above about 40%;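 note: 0% = enzyme with no compound and 100% = blank without enzyme; many of its hits are not listed in these tables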
Runt-CBFb FRET = inhibitors of human RUNX1 Runt domain binding to CBFb | Q01196+Q13951 | Cerulean-Runt/Venus-CBFb FRET ratio 530/480, 1 h | inhibition, % at 20 µM | 220,000 tested, 0.46% active | AID 1496;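 active = inhibition over about 50% at 20 µM in the single-dose screen, limit read from the data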;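 note: 0% = DMSO wells and 100% = excess unlabeled CBFb competitor control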
Target sequence (Q01196 whole entry, looked up, the tested form may be a part): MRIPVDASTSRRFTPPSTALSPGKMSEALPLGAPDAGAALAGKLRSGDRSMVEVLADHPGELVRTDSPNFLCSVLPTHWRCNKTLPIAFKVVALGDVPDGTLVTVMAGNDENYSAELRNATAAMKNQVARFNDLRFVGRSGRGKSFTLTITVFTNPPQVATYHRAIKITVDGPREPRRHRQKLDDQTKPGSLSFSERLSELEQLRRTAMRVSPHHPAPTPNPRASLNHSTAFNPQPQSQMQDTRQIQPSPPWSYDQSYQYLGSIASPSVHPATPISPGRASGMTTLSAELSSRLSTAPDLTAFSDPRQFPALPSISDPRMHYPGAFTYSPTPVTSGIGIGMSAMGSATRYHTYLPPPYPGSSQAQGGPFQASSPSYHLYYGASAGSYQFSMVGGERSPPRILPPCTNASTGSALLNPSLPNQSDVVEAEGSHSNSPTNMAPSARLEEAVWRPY
Target sequence (Q13951 whole entry, looked up, the tested form may be a part): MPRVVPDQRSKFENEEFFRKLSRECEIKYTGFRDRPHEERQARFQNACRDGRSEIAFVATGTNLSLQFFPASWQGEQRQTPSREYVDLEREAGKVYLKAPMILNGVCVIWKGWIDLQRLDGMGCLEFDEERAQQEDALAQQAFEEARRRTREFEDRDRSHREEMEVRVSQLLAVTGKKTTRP
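Schedule: protein complex preformed 1 h, compound exposure 1 h, room temperature, dark; test system: Cerulean-labeled Runt domain protein; amount: 100 nM per protein; buffer or medium: Tris 50 mM pH 7.5, KCl, K2SO4, 0.01% BSA; read-out: loss of energy transfer signal; detection: FRET fluorescence; controls: 5 µM unlabeled CBFb as full-inhibition high control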
hK5 inh = blocks human kallikrein 5 protease activity | 210,000 tested, 0.59% active | Q9Y337 | recombinant hK5, fluorogenic AMC substrate cleavage | inhibition, % at 5 µM;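 active = inhibition of 40% or more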;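 note: 0% = enzyme controls without compound and 100% = no-enzyme blanks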
Runt-SMMHC FRET = blocks binding of human RUNX1 Runt domain to CBFb-SMMHC | AID 1434 | Q01196+Q13951 | inhibition, % at 20 µM | Cerulean-Runt/Venus-CBFb-SMMHC FRET ratio 530/480, 1 h | 220,000 tested, 0.74% active;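 active = mean inhibition across duplicate retests at 20 µM reaching about 50%, limit read from the data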;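 note: 0% = DMSO wells and 100% = wells with excess untagged CBFb-SMMHC; inhibitors lower the FRET ratio by blocking Runt binding to CBFb-SMMHC; some results filed as inactive read as strong as hits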
thrombin 1536 = inhibitors of human thrombin; AID 1046; P00734; alpha-thrombin, Boc-VPR-AMC fluorogenic substrate cleavage; 220,000 tested, 0.26% active; inhibition, % at 5 µM;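 active = inhibition at or above 40%; inactive = inhibition below 40%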;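 note: 0% = enzyme with no compound and 100% = wells without enzyme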
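Assay system: human alpha-thrombin enzyme. Reagent: Boc-VPR-AMC substrate, 15 µM final. Compound dosing: one concentration per compound, 5 µM, with 0.2% DMSO. Incubation: room-temperature reaction. Technique: AMC fluorescence, 355/460 nm. Measure: % inhibition relative to enzyme controls and enzyme-free blanks.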
FXIa inh = blocks human coagulation factor XIa protease activity | AID 798 | inhibition, % at 5 µM | 220,000 tested, 0.14% active | purified FXIa, Boc-Glu-Ala-Arg-AMC fluorogenic substrate;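 active = inhibition of at least 40%; inactive = inhibition below 40%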;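 note: fluorescence of freed AMC excited at 355 nm; 0% = enzyme without compound and 100% = no enzyme blank; many of its hits are not listed in these tables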
Active calls of the source: *; x = not tested or not shown; [ ] = remark or other dose.

SMILES	14-3-3 Bad inh	Hck-Nef inh	Wee1 stabilizer	FXIIa inh	Runt-CBFb FRET	hK5 inh	Runt-SMMHC FRET	thrombin 1536	FXIa inh
O=C(COc1ccccc1)N1CCN=C1SCc1ccccc1	-10	15	-1	7	1	-3	-1	-6	-4
CC1Cc2ccccc2N1CC(=O)Nc1ccc2c(c1)OC(F)(F)O2 (stereo not drawn)	-5	1	-2	12	3	2	-2	3	1
Cc1cc(=O)[nH]c(/N=C(\N)Nc2cccc3ccccc23)n1	2	-1	3	-4	0	5	-69	-3	0
O=C(c1cc2cc(Cl)ccc2oc1=O)N1CCOCC1	-1	7	-2	8	-1	-5	-3	-4	11
CCOc1ccc2nc(NC(=O)C3CCN(c4cnccn4)CC3)sc2c1	-9	2	-1	14	-8	-1	2	4	-2
Cc1cc(C)c2c(N)c(C(=O)NCC3CCCCC3)sc2n1	-3	6	1	7	2	-2	-2	0	-2
CCOc1ccc(N2C(=O)CC(SCc3nc4ccccc4[nH]3)C2=O)cc1 (stereo not drawn)	-5	-7	6	6	7	x	4	2	0
CCn1ccc(C(=O)Nc2cccc(Cl)c2)n1	-6	7	2	2	1	-8	-1	1	-3
O=C(NCCCn1ccnc1)C1c2ccccc2Oc2ccccc21	2	2	-3	14	1	-1	4	-15	16
COC(=O)c1sc(S(=O)(=O)NCc2ccccc2)c(C(=O)OC)c1C	-14	6	-1	-7	-1	-3	-1	-5	-7

Two entries from above in another layout.
| SMILES | 14-3-3 Bad inh | Hck-Nef inh | Wee1 stabilizer | FXIIa inh | Runt-CBFb FRET | hK5 inh | Runt-SMMHC FRET | thrombin 1536 | FXIa inh |
| --- | --- | --- | --- | --- | --- | --- | --- | --- | --- |
| O=C(NCCCn1ccnc1)C1c2ccccc2Oc2ccccc21 | 2 | 2 | -3 | 14 | 1 | -1 | 4 | -15 | 16 |
| COC(=O)c1sc(S(=O)(=O)NCc2ccccc2)c(C(=O)OC)c1C | -14 | 6 | -1 | -7 | -1 | -3 | -1 | -5 | -7 |

Additional structures follow.
SMILES	14-3-3 Bad inh	Hck-Nef inh	Wee1 stabilizer	FXIIa inh	Runt-CBFb FRET	hK5 inh	Runt-SMMHC FRET	thrombin 1536	FXIa inh
Cc1ccc(/C=N/NC(=S)NC2CCCCC2)o1	-1	34	3	9	3	5	4	0	2
N#Cc1cc(-c2ccccc2)nnc1Sc1ccc(Cl)cc1	12	0	-1	29	1	1	5	12	19
Cc1ccc(OCc2ccc(C(=O)Nc3nc4ccccc4n3C)o2)c([N+](=O)[O-])c1	-22	2	-1	6	1	-7	2	-3	-3
CC1(C)OC2OC(COC(=O)c3ccc([N+](=O)[O-])cc3)C3OC(C)(C)OC3C2O1 (stereo not drawn)	3[fluorescence artefact?]	2	2	3	0	-6	3	-3	-1
O=C(NCCCn1ccnc1)C(=O)NCC1OCCN1S(=O)(=O)c1ccc(Br)cc1 (stereo not drawn)	-4	20	1	10	2	3	-1	-3	-2
CC(C)(C)C(=O)c1sc2nc(-c3cccs3)cc(C(F)(F)F)c2c1N	-7	1	4	15	-2	-15	-102	1	5
N#C/C(=C(/O)c1ccc(F)cc1)c1nc2ccccc2s1	-10	18	-4	12	3	7	8	-8	9
COc1cccc(C(=O)N2CCN(CCCc3ccccc3)CC2)c1OC	x	-2	3	11	-1	-4	-1	0	5
CCOc1ccc2c(c1)c(N=NC(=N)N)c(O)n2C	1	6	3	4	1	-8	-2	-2	6
CC1CCCN(C(=O)C(C)Nc2cc(Cl)ccc2N2CCOCC2)C1 (stereo not drawn)	-3	25	-3	-5	-2	-6	9	-15	-4

Some of the entries above, reformatted.
Compound: N#Cc1cc(-c2ccccc2)nnc1Sc1ccc(Cl)cc1
  14-3-3 Bad inh: 12	Hck-Nef inh: 0	Wee1 stabilizer: -1	FXIIa inh: 29	Runt-CBFb FRET: 1	hK5 inh: 1	Runt-SMMHC FRET: 5	thrombin 1536: 12	FXIa inh: 19

Compound: Cc1ccc(OCc2ccc(C(=O)Nc3nc4ccccc4n3C)o2)c([N+](=O)[O-])c1
  14-3-3 Bad inh: -22	Hck-Nef inh: 2	Wee1 stabilizer: -1	FXIIa inh: 6	Runt-CBFb FRET: 1	hK5 inh: -7	Runt-SMMHC FRET: 2	thrombin 1536: -3	FXIa inh: -3

(list continues)
SMILES	14-3-3 Bad inh	Hck-Nef inh	Wee1 stabilizer	FXIIa inh	Runt-CBFb FRET	hK5 inh	Runt-SMMHC FRET	thrombin 1536	FXIa inh
CC(=O)OCCSc1c(-c2ccccc2)c2cc(Cl)ccc2[nH]c1=O	-2[fluorescence artefact?]	2	-1	-3	-2	-3	-1	-6	-5
N#Cc1c(-n2ccnc2)cccc1-n1ccnc1	8[fluorescence artefact?]	2	-1	10	1	5	4	-1	-1
Cn1cccc1/C=C(/C#N)c1ccc(F)cc1	35	6	5	2	-2	-18	1	6	0
Cc1cc(C)nc(SCC(=O)Nc2cccc(S(=O)(=O)N(C)C)c2)n1	-8	1	1	1	2	-4	2	-1	-4
O=C(CSc1ncnc2c1oc1ccccc12)Nc1ccccc1F	-7[fluorescence artefact?]	23	1	7	-2	5	-6	-8	-3
Cc1cc(Br)ccc1S(=O)(=O)n1ccnc1C	0	21	0	12	-1	23	3	6	0
COc1ccc(C2C(C(=O)c3ccccc3)=C(C)Nc3nc4ccccc4n32)cc1OC (stereo not drawn)	15	11	-2	13	-3	-4	-7	2	7
COc1ccc(NS(=O)(=O)c2cc(NC(=O)c3cnc(C)cn3)ccc2N2CCCC2)cc1	-14	2	5	7	-7	-19	-1	-4	9
COCCNc1ccc(S(=O)(=O)N2CCCC2)cn1	1	-30	-3	x	-1	3	-6	-2	-1
CCOC(=O)N1C=CC=C[C@@H]2[C@@H](N3C(=O)c4ccccc4C3=O)C(=O)N21	-3	4	-2	12	1	-5	-6	4	7
O=C(NC1CCCC1)c1cccc(S(=O)(=O)N2CCCCC2)c1	13	7	1	22	-2	-13	-6	1	6
Cc1ccc(S(=O)(=O)NC2c3cccc4cccc(c34)C2Sc2ncccn2)cc1 (stereo not drawn)	7[fluorescence artefact?]	6	3	11	0	-9	-2	1	11
Nn1c(SCc2ccccn2)nncc1=O	-14	18	2	8	0	4	2	-1	-5
NC(=O)C1CCN(C(=O)Cc2ccc([N+](=O)[O-])cc2)CC1	-3	-3	2	-19	-1	-4	2	0	3
O=C(CCc1nc(-c2ccccc2Cl)no1)NCc1ccco1	-5	-7	-3	7	1	0	4	-5	2
N#Cc1c(-c2ccc(Cl)cc2)ccnc1N1CCOCC1	-10	25	-1	5	0	6	0	-13	-2
Cc1cc(C)c(NC(=S)N(CCN2CCCCC2)Cc2ccco2)c(C)c1	-8	0	-3	-2	-1	-20	-1	3	-17
C=CCNC(=O)c1snnc1-c1ccccc1	x	-19	4	10	4	-1	0	1	5
c1ccc(-c2cnc(CSc3nnc4ccccn34)o2)cc1	1	0	6	22	12	5	-1	2	19
CC1(C)N=C(SCC(=O)Nc2ccc(Cl)cc2Cl)C(c2ccccc2)=N1	-9	2	3	10	-1	-31	-2	-2	-15
Cc1c(C(=O)Nc2ccc(Cl)cn2)oc2ccccc12	1	-9	0	1	0	11	2	-9	-4
CCn1cc(CNC(=O)CCc2nnc(CCC3CCCCC3)o2)cn1	11	25	-2	13	x	5	x	-4	1
CN(C)C(=S)c1ccc(N(C)C)cc1	-6	-3	-1	8	17	1	0	-1	-3
O=C(Nc1ccc2ccccc2c1)Nc1ccc2snnc2c1	-3	-2	-2	15	4	-1	0	-6	6
CCN1CCN(C(=S)NCC2CCCO2)CC1 (stereo not drawn)	6	3	4	10	2	-2	-2	3	-2
COc1ccc(CNC(=O)C2CCC(CNc3c(N4CCC(C)CC4)c(=O)c3=O)CC2)cc1 (stereo not drawn)	-2	6	0	2	0	-2	21	-8	-5
O=C(COc1ccccc1)NCCn1ccc2ccccc21	-7[fluorescence artefact?]	-11	0	8	-3	-7	-2	-1	1
CCN(CC)C(=O)CSC1=C(C#N)C(c2cccs2)C=C(C)N1 (stereo not drawn)	-21[fluorescence artefact?]	1	-2	1	16	-11	21	-7	10
O=C(NC1CCCCC1)c1ccc(S(=O)(=O)c2ccccc2Cl)c([N+](=O)[O-])c1	-15	1	0	10	1	-18	0	-6	4
COc1ccc(CCNC(=O)C2CCN(Cc3nc(-c4ccccc4F)oc3C)CC2)cc1OC	12	1	4	4	-1	-7	2	-7	-4

Ordered by the number under Runt-SMMHC FRET (high to low): four from the list above
SMILES	14-3-3 Bad inh	Hck-Nef inh	Wee1 stabilizer	FXIIa inh	Runt-CBFb FRET	hK5 inh	Runt-SMMHC FRET	thrombin 1536	FXIa inh
CCN(CC)C(=O)CSC1=C(C#N)C(c2cccs2)C=C(C)N1 (stereo not drawn)	-21[fluorescence artefact?]	1	-2	1	16	-11	21	-7	10
COc1ccc(CCNC(=O)C2CCN(Cc3nc(-c4ccccc4F)oc3C)CC2)cc1OC	12	1	4	4	-1	-7	2	-7	-4
O=C(NC1CCCCC1)c1ccc(S(=O)(=O)c2ccccc2Cl)c([N+](=O)[O-])c1	-15	1	0	10	1	-18	0	-6	4
O=C(COc1ccccc1)NCCn1ccc2ccccc21	-7[fluorescence artefact?]	-11	0	8	-3	-7	-2	-1	1

Continued.
SMILES	14-3-3 Bad inh	Hck-Nef inh	Wee1 stabilizer	FXIIa inh	Runt-CBFb FRET	hK5 inh	Runt-SMMHC FRET	thrombin 1536	FXIa inh
O=C(NCc1cccs1)C1CCN(S(=O)(=O)N2CCCC2)CC1	-1	3	-1	9	-2	19	-4	0	-4
CSc1cccc(NC(=S)N(CCCN2CCCC(C)C2)Cc2cccs2)c1 (stereo not drawn)	0	5	-2	5	-1	-1	3	1	-8
Cc1cc(Cl)ccc1OCCCC(=O)N1CCOCC1	7	1	2	1	-2	-14	1	-4	5
CC(=O)Nc1ccc(/C=N/NS(=O)(=O)c2cc(C)ccc2C)cc1	-10	15	7	4	-2	1	2	-10	-2
COc1ccc(N(CC(=O)NCc2cccnc2)S(=O)(=O)c2ccccc2[N+](=O)[O-])c(OC)c1	-12	19	1	12	1	9	1	-2	3
CNNC(=S)Nc1cccc(SC)c1	-3	2	-1	6	-2	-6	2	-2	-1
COc1cccc(C2C(C(C)=O)=C(O)C(=O)N2Cc2ccco2)c1 (stereo not drawn)	17	1	-1	-12	-1	-9	-2	-2	-8
CCOC(=O)NC(=O)CSc1nnnn1-c1ccccc1	0[fluorescence artefact?]	1	-1	8	0	-4	-3	3	17
S=C1NCCc2ccc(Cl)cc2C1c1ccccc1 (stereo not drawn)	-23[fluorescence artefact?]	1	-1	13	2	11	-2	2	4
Cc1ccc(NC(=O)COc2ccc(/C=C3/SC(=Nc4ccccc4)N(Cc4cccnc4)C3=O)cc2)cc1	9	90*	1	12	-9	0	-26	4	6

Bioassay records as filed in PubChem BioAssay.
